Assay outcomes (PubChem)
HT1080 viability: cytotoxicity in HT1080 fibrosarcoma cells, cell-based, fluorescence readout (AID 620) | HT1080 viability, fluorescence; higher % means a stronger effect | cytotoxicity, % at 10 µM, or EC50 in µM where a hit was titrated | 87,000 compounds, 0.42% hits;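 also: cells exposed to compound overnight then 4 h with Alamar Blue; 0% = vehicle DMSO and 100% = killing control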
MK inhibit: S. pneumoniae MK inhibitors, primary screen, biochemical, PK/LDH-coupled NADH absorbance | purified MK, PK/LDH-coupled NADH absorbance 340 nm | inhibition, % at 10 µM | 65,000 compounds, 0.48% hits;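 active = ranked among the strongest by inhibition in the single 10 µM screen, a fixed top-ranked set picked for dose follow-up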; also: no value below 0 was filed
TNAP inhibition: human TNAP enzyme inhibitors, biochemical, luminescent (AID 518); 64,000 compounds, 0.09% hits; inhibition, % at 20 µM; hits with a dose series show IC50 in µM; purified TNAP enzyme, luminescent substrate readout; higher % means a stronger effect; Alkaline phosphatase, tissue-nonspecific isozyme (Homo sapiens); in the data active = a potency from the dose series; inactive = the rest, 99 in 100 with inhibition below about 22%;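 also: plate controls were vehicle for no effect and reference inhibitor for full effect; many of its hits are not listed in these tables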
HPDE-C7 cytotoxicity: cytotoxicity in HPDE-C7 cells, cell-based, fluorescence, HTS (AID 430); HPDE-C7 pancreatic duct cells viability, fluorescence; higher % means a stronger effect; one-dose cytotoxicity, % at 10 µM; EC50 in µM for titrated hits; 63,000 compounds, 1.8% hits;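 also: cells exposed to compound for 48 hours before viability readout; 0% = vehicle and 100% = reference cytotoxic drug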
KRASV12 cytotoxicity: cytotoxicity in KRAS-transformed pancreatic duct cells, primary screen, cell-based, fluorescence, HTS (AID 431). HPDE-C7K KRASV12 cells, Alamar Blue viability, 48 h; higher % means a stronger effect. cytotoxicity, % at 10 µM, or EC50 in µM where a hit was titrated. 63,000 compounds, 1.7% hits;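 active = compounds whose percent cytotoxicity in the single-dose primary screen, scaled between solvent and toxic-drug controls, exceeds 50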;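 also: 0% = DMSO solvent wells and 100% = doxorubicin-treated wells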
DPM-DC inhibit: S. pneumoniae DPM-DC inhibitors, primary screen, biochemical, PK/LDH-coupled NADH fluorescence | diphosphomevalonate decarboxylase (Streptococcus pneumoniae D39) | purified DPM-DC | calls only at 10 µM | 65,000 compounds, 0.49% hits;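 active = the 320 compounds with the highest percent inhibition in the single-dose primary screen, excluding strongly autofluorescent ones, cut at about 32% in these data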;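 also: kinetic rate of NADH fluorescence loss reporting ADP formed by the decarboxylase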
Bfl-1 displacement: Bfl-1 inhibitors, primary screen, biochemical, fluorescence polarization, FITC-Bid, mouse (AID 432). 64,000 compounds, 0.02% hits. FITC-Bid BH3 peptide fluorescence polarization displacement; higher % means a stronger effect. displacement, % at 20 µM; hits with a dose series show IC50 in µM; in the data active = a potency from the dose series; inactive = the rest, 99 in 100 with displacement below about 15%; also: strong numbers were not always called active
PMK inhibit: S. pneumoniae PMK inhibitors, primary screen, biochemical, mevalonate pathway, pilot trial included. inhibition, % at 10 µM. 65,000 compounds, 0.49% hits. purified PMK, PK/LDH-coupled NADH absorbance 340 nm;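 active = top-ranked compounds by inhibition in the single 10 µM screen, taking a fixed number of the strongest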;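 also: 0% = full reaction with DMSO carrier and 100% = background rate without enzyme reaction; no value below 0 was filed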
LYP phosphatase: LYP phosphatase inhibitors, primary screen, biochemical, DiFMUP fluorescence, recombinant catalytic domain, 10 µM (AID 606); Tyrosine-protein phosphatase non-receptor type 22 (Homo sapiens); recombinant LYP catalytic domain, DiFMUP fluorescence; higher % means a stronger effect; inhibition, % at 10 µM, or IC50 in µM where a hit was titrated; 52,000 tested, under 10 active;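 active = IC50 under 40 µM in the dose-response test; inactive = IC50 of 40 µM or more, or never dose-tested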
PMK inhibit pilot replicates: further read-out of PMK inhibit, marked with its call; inhibition, %; measured here: pilot screen replicates
MK inhibit pilot replicates: second read-out of MK inhibit, no call of its own (marks repeat the call); inhibition, %; measured here: pilot screen replicates
DPM-DC inhibit pilot screen %: second read-out of DPM-DC inhibit, no call of its own (marks repeat the call); inhibition, %; measured here: pilot screen trials
An asterisk follows results filed as active; i = inactive; · = not tested or not shown; + = active, no number. Rule as the data show it, unless noted: active = cytotoxicity above about 50%; inactive = the rest.

SMILES	HT1080 viability	MK inhibit	TNAP inhibition	HPDE-C7 cytotoxicity	KRASV12 cytotoxicity	DPM-DC inhibit	Bfl-1 displacement	PMK inhibit	LYP phosphatase	others
S=c1[nH]nc(-c2cccnc2)n1Cc1ccccc1	3%	9	8%	-16%	-17%	i	-2%	2	7%
Cc1cc(C)cc(OCC(=O)NC2=NCCS2)c1	-2%	9	14%	-11%	3%	i	1%	5	·	PMK inhibit pilot replicates=3.0;MK inhibit pilot replicates=1.0;DPM-DC inhibit pilot screen %=0.0
CNC(=O)c1nnn(-c2ccccc2)c1C(=O)NC	4%	8	6%	-16%	-4%	i	0%	6	·
Oc1ccccc1CNCCCNCc1ccccc1O	5%	2	-26%	-2%	-3%	i	-7%	5	11%
Cn1c(=O)c2c(nc(OCc3cccnc3)n2Cc2ccccc2)n(C)c1=O	2%	2	5%	6%	3%	i	10%	8	·
Cc1cccc(Nc2nc(N)nc(CN3CCN(c4ccccc4)CC3)n2)c1	15%	7	5%	-13%	-22%	i	0%	11	12%
COc1ccc(OC)c(NC(=O)N[C@@H](Cc2ccccc2)C(=O)O)c1	3%	6	0%	·	·	i	1%	8	18%
O=C(Nc1ccncc1)c1ccccc1F	-4%	7	11%	1%	-14%	i	2%	3	·
CCn1c(NCc2ccccn2)nc2c1c(=O)n(C)c(=O)n2C	-2%	11	13%	·	·	i	-10%	9	·
O=C(NCC(c1cccs1)N1CCOCC1)c1cc2ccccc2o1 (configuration not stated)	·	10	0%	-10%	-12%	i	-3%	0	·
Nc1nc(N2C(=O)C3CC=CCC3C2=O)nn1-c1ccccc1 (configuration not stated)	-2%	12	15%	-2%	9%	i	3%	15	-11%	PMK inhibit pilot replicates=0.0;MK inhibit pilot replicates=3.0;DPM-DC inhibit pilot screen %=0.5
CCOc1ccc(S(=O)(=O)Nc2ccc3c(c2)OCO3)c2cccnc12	-4%	0	11%	16%	11%	i	4%	0	·
CC(C)CCN(C)C1CCN(C(=O)Nc2c(F)cccc2F)CC1	-1%	3	2%	1%	-17%	i	-5%	0	0%
COC(=O)c1ccc(C2/C(=C(/O)c3ccc(OC)cc3)C(=O)C(=O)N2c2cc(C)on2)cc1 (configuration not stated)	-7%	8	10%	46%	45%	i	0%	1	-3%
O=C(C1CCN(c2ccc(N3CCOCC3)nn2)CC1)N1CCc2ccccc2C1	1%	2	4%	-14%	-7%	·	-4%	15	16%
O=C(CCSc1ccccc1)Nc1ccc(S(=O)(=O)N2CCOCC2)cc1	7%	8	10%	2%	6%	i	0%	12	3%	PMK inhibit pilot replicates=3.0;MK inhibit pilot replicates=0.0;DPM-DC inhibit pilot screen %=3.0
O=S(=O)(c1ccc(-c2nnc(SCc3nnc(-c4ccccc4)o3)o2)cc1)N1CCCC1	·	0	12%	-1%	-4%	i	1%	7	0%
Cc1cccc(CS(=O)(=O)Cc2ccc(C(=O)NCC3CCCO3)o2)c1 (configuration not stated)	1%	0	20%	-10%	9%	i	4%	20	12%	PMK inhibit pilot replicates=0.0;MK inhibit pilot replicates=0.0;DPM-DC inhibit pilot screen %=0.0
O=C(Nc1cccc(Cl)c1N1CCCC1)c1ccc(Br)o1	-15%	7	8%	75%*	93%*	i	-6%	10	1%
O=C(CSc1nnc(-c2cccs2)n1CC1CCCO1)c1cc2ccccc2o1 (configuration not stated)	11%	9	9%	3%	-1%	i	-1%	12	1%
Cc1ccc2oc(=O)c3cc(C(=O)NCc4ccco4)sc3c2c1	-9%	4	9%	-6%	10%	·	5%	9	-5%
O=C(NCc1ccco1)c1cnn2c1NC(c1ccccc1)CC2C(F)(F)F (configuration not stated)	-5%	13	11%	-2%	0%	i	-9%	1	1%
CCOc1ccc2nc(NC(=O)Nc3cccs3)sc2c1	4%	8	12%	11%	11%	i	-1%	0	·
O=C(NCc1ccccn1)c1ccc(Cn2cc(Br)cn2)o1	-10%	5	8%	2%	-11%	i	-3%	4	8%
CC1=NOC2(C1)N(C)c1ccccc1C2(C)C (configuration not stated)	2%	4	4%	-10%	3%	i	1%	0	12%
Cc1ccccc1-n1nc2c(c1NC(=O)c1c(-c3ccccc3Cl)noc1C)CSC2	0%	10	10%	-5%	4%	i	-3%	9	18%
COc1ccc(NC(=O)CSc2nnc(Cc3cccn3C)n2CCc2ccccc2)c(OC)c1	0%	9	3%	3%	10%	i	0%	11	·
Cc1ccc(-n2nc(-c3ccco3)cc2C(=O)NCc2cccnc2)cc1	0%	10	4%	-8%	2%	i	-3%	10	12%
CCC(C)(C)n1nnnc1C(c1ccc(OC)c(OC)c1)N1CCN(c2cccc(OC)c2)CC1 (configuration not stated)	-1%	9	8%	-2%	-8%	i	-2%	7	-2%
N#Cc1cnc2sc3ccccc3n2c1=N	37%	8	-2%	-1%	1%	i	4%	6	-6%	PMK inhibit pilot replicates=0.0;MK inhibit pilot replicates=0.0;DPM-DC inhibit pilot screen %=23
CCOC(=O)c1[nH]c(CSc2nnc(-c3ccncc3)n2CCOC)c(C(=O)OCC)c1C	1%	0	10%	6%	-2%	i	-9%	17	4%	PMK inhibit pilot replicates=8.0;MK inhibit pilot replicates=2.0;DPM-DC inhibit pilot screen %=0.0
COCCN(CCOC)S(=O)(=O)c1ccc(C(=O)Nc2nc(-c3ccncc3)cs2)cc1	9%	11	9%	-16%	-12%	i	-1%	17	6%
N#Cc1nc(-c2ccc(OCc3ccccc3)cc2)oc1NCCCn1ccnc1	9%	12	6%	-6%	-5%	·	1%	15	·
CCOc1cccc(OCCOCCN2CCCC2)c1	-6%	45*	15%	1%	-6%	i	16%	5	2%	PMK inhibit pilot replicates=1.5;MK inhibit pilot replicates=+;DPM-DC inhibit pilot screen %=0.0
CCN(CC)c1ccc(NC(=O)c2cnc3ccccn3c2=O)c(C)c1	-3%	0	16%	5%	4%	i	-1%	11	8%
Cc1ccc(C)c(CN2C(=O)C3(OCCCO3)c3ccccc32)c1	-5%	0	5%	-1%	-6%	i	0%	7	16%
CCCCn1c(=O)n(C)c(=O)c2c(C(F)(F)F)cc(-c3ccncc3)nc21	-1%	0	11%	-1%	6%	·	-9%	12	13%
CC(C)NC(=O)CN1CCC(O)(c2ccccc2)CC1	-21%	2	-4%	3%	1%	i	-4%	2	0%
CCCCOC(=O)c1ccc(NC(=O)c2cnccn2)cc1	4%	13	13%	10%	10%	i	5%	0	17%
Cc1ccc(C(C)C)c(OCC(O)CN2CC(C)OC(C)C2)c1 (configuration not stated)	-8%	1	12%	·	·	i	0%	15	·
CC1(C)Cc2c(sc(NC(=O)c3ccco3)c2C#N)CO1	5%	0	8%	-14%	-36%	i	-1%	18	4%
CCc1nc2c(cnn2-c2ccc(Cl)cc2)c(=O)n1-c1ccc2c(c1)OCCO2	3%	9	19%	23%	34%	i	6%	1	1%	PMK inhibit pilot replicates=1.5;MK inhibit pilot replicates=0.0;DPM-DC inhibit pilot screen %=3.0
CC(=O)c1cc2c(=O)c3ccccc3oc2nc1C	8%	16	11%	19%	18%	i	1%	0	13%
CCCNS(=O)(=O)c1ccc2c(c1)CCCN2C(C)=O	1%	9	10%	-1%	2%	i	-2%	14	·
CSc1nnc(-c2ccco2)n1-c1ccccc1	-9%	7	8%	9%	5%	i	-5%	2	·
O=c1cc(N2CCc3ccccc3C2)[nH]c(=O)n1C1CCCCC1	-5%	0	6%	-14%	-6%	i	-15%	18	12%
CC(C)C(NC(=O)c1ccccc1NC(=O)c1ccco1)C(=O)O (configuration not stated)	13%	0	15%	0%	4%	i	4%	18	7%	PMK inhibit pilot replicates=0.5;MK inhibit pilot replicates=0.0;DPM-DC inhibit pilot screen %=0.0
Cc1cc(C(=O)Nc2cnn(Cc3ccc(Cl)cc3Cl)c2)no1	-1%	0	16%	5%	6%	i	-2%	19	-7%
CCOC(=O)N1CCN(C(=O)c2ccc3c(SCC(=O)O)c4c(nc3c2)CCC4)CC1	-3%	1	2%	-5%	2%	i	-2%	1	-9%
Cc1ccc(S(=O)(=O)N2CCCC2C(=O)Nc2nc3ccccc3s2)cc1 (configuration not stated)	0%	0	·	·	·	i	·	0	-3%
Clc1cccc(-c2nnc(-c3ccccc3)o2)c1	·	5	·	·	·	i	·	12	-1%	PMK inhibit pilot replicates=0.0;MK inhibit pilot replicates=0.0;DPM-DC inhibit pilot screen %=0.0
COc1cccc(C(c2nnnn2CS(=O)(=O)c2ccc(C)cc2)N2CCN(C)CC2)c1OC (configuration not stated)	1%	8	5%	-7%	-10%	i	0%	13	·
O=C(Nc1cccc(Br)c1)c1ccn[nH]1	6%	0	-6%	-17%	-21%	i	-2%	9	7%
O=C(O)c1nc2ccccc2nc1C(=O)O	4%	·	0%	-1%	-6%	i	-5%	0	·
CC1(C)C(c2ccccc2)=NC(c2ccc(F)cc2)N1O (configuration not stated)	-3%	3	12%	-1%	3%	i	4%	14	5%
COc1cc2c(cc1OC)CN(C(=O)c1ccccc1C(=O)O)CC2	3%	5	9%	-16%	-8%	i	3%	3	-4%
O=C(CCn1c(=O)[nH]c2ccccc2c1=O)NCCCN1CCN(c2cccc(Cl)c2)CC1	-1%	0	1%	-1%	-7%	i	-9%	4	5%
Cc1ccc(C(=O)NCCCCNC(=O)c2ccc(C)o2)o1	-9%	6	5%	5%	10%	i	18%	7	-4%
CC(C)OC(=O)C(C#N)c1nc2ccccc2nc1N1CCN(Cc2ccc3c(c2)OCO3)CC1 (configuration not stated)	8%	2	14%	-3%	-5%	i	12%	11	·
C=CCn1c(=O)c2ccccc2n2c(SCC(=O)NCCc3ccccc3)nnc12	4%	0	·	·	·	i	·	8	8%
CC1(C)CC(=O)C2=C(C1)OC(N)=C(C#N)C2c1ccccc1OC(=O)N1CCOCC1 (configuration not stated)	0%	8	6%	-12%	-7%	i	0%	8	5%
Cc1ccc(C(O)c2nccn2C)o1 (configuration not stated)	1%	15	7%	-4%	1%	i	9%	9	13%
O=C(O)CSCC(=O)Nc1cc(C(F)(F)F)ccc1Cl	12%	1	3%	-13%	-19%	i	-2%	24	·

Part of the list above in order of SMILES length, low to high.
SMILES	HT1080 viability	MK inhibit	TNAP inhibition	HPDE-C7 cytotoxicity	KRASV12 cytotoxicity	DPM-DC inhibit	Bfl-1 displacement	PMK inhibit	LYP phosphatase	others
CSc1nnc(-c2ccco2)n1-c1ccccc1	-9%	7	8%	9%	5%	i	-5%	2	·
CC1(C)C(c2ccccc2)=NC(c2ccc(F)cc2)N1O (configuration not stated)	-3%	3	12%	-1%	3%	i	4%	14	5%
C=CCn1c(=O)c2ccccc2n2c(SCC(=O)NCCc3ccccc3)nnc12	4%	0	·	·	·	i	·	8	8%
